Source: PubChem BioAssay (National Center for Advancing Translational Sciences (NCATS))
GCN5L2 inh: GCN5L2 (KAT2A) acetyltransferase inhibition; GCN5L2 HAT assay, ThioGlo1 CoA-SH fluorescence; Potency, µM (doses to about 58.9 µM), inactives show at the top dose activity change, negative = inhibition, actives largely listed as inhibitors; 390,000 compounds, 0.21% hits; AID 504327
Target sequence (Q92830 whole entry, looked up): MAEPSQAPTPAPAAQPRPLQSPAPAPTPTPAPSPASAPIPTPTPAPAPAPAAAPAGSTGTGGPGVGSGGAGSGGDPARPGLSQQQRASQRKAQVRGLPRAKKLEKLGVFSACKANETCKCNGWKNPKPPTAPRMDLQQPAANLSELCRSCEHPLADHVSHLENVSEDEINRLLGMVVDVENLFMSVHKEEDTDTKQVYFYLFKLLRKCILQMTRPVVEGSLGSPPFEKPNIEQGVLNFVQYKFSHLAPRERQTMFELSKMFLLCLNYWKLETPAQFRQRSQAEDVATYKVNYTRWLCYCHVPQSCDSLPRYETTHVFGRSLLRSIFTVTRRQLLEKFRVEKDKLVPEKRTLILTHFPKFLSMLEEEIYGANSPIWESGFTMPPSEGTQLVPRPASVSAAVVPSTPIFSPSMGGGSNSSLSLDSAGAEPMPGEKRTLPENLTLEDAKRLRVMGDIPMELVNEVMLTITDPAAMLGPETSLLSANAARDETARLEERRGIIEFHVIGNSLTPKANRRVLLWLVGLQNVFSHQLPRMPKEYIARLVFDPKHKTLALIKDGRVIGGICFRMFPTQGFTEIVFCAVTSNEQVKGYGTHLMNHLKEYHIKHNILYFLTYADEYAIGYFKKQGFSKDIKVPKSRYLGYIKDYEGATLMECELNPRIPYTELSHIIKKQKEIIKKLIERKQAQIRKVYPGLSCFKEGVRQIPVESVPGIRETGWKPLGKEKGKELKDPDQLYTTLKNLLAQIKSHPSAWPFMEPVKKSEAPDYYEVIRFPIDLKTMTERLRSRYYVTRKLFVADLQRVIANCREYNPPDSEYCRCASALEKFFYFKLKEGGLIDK
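Compounds, pin-transferred from DMSO stocks, meet 20nM GCN5L2 for 15 min before the reaction begins with H3(1-25) peptide (75uM) and acetyl-CoA (70uM). Thiol-reactive ThioGlo1 reports CoA release over 20 min at room temperature.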
TDP1 cell noCPT: qHTS for Inhibitors of human tyrosyl-DNA phosphodiesterase 1 (TDP1): qHTS in cells in absence of CPT | DT40 Tdp1-/- hTDP1 cells, no CPT, ATP luminescence, 48 h | Potency, µM (top dose mostly 46.2 µM), for inactives: at the top dose activity change, negative = growth inhibition, hits mostly inhibitors | 420,000 compounds, 15% hits | AID 686978, 2013; note: nearly all actives have a fitted effect of over 55% in size
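Seeded 400 DT40-hTDP1 cells/well (vehicle DMSO, no 20 nM CPT); pinned compounds; ≥48 hr at 37 °C; CellTiter-Glo luminescence as viability measure.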
DT40 TDP1 CPT: DT40-hTDP1 cell growth loss with CPT. chicken DT40 Tdp1-/-;hTDP1 cells + 20 nM CPT, ATP luminescence, 48 h. Potency, µM (doses to about 46.2 µM), inactives show at the top dose activity change, negative = growth inhibition, most hits filed as inhibitors. 420,000 compounds, 12% hits; note: nearly all actives have a fitted effect of over 55% in size
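Cell growth measured by CellTiter-Glo luminescence after a minimum 48 h, 37 C compound exposure with 20 nM CPT in Tdp1-knockout DT40 cells stably expressing hTDP1, seeded 400/well; qHTS titration format.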
* = called active by the depositor; u = inconclusive; x = not tested or not shown; & = joins results of further samples; [ ] = remark or other dose. Calls come from the whole dose curve; as a rule, active = well fitted curve in the direction sought with a large enough effect; inconclusive = small, poorly fitted or top-dose-only effect, or another doubt; inactive = no such curve, though single readings can be large; an effect the other way counts as inactive or inconclusive. % is set by controls: 0 for no effect and ±100 for the full control effect; potency is the fitted concentration of half-maximal effect. No enrichment for hits; about 18% have a hit in one of these screens.

1	CC(=O)Nc1ccc(S(=O)(=O)NCC2CCC(C(=O)NCCCN3CCCC3=O)CC2)cc1 (configuration not stated)
2	Cc1cc(C)cc(OCC(=O)NNC(=O)c2cc3ccccc3o2)c1
3	Cc1ccc(S(=O)(=O)N2CCCCC2)cc1NC(=O)COC(=O)Cc1cccc2ccccc12
4	O=C(COC(=O)c1ccc2c(c1)OCCO2)Nc1ccccc1C(F)(F)F
5	COc1cc(NC(=O)c2ccc(-c3cccc(F)c3)o2)ccc1NC(=O)c1ccccc1Cl
6	COc1cccc(CN2CC(C(=O)NCc3ccc(C)o3)CCC2=O)c1 (configuration not stated)
7	CCOC(=O)C1CC2=C(CCCC2=O)N(Cc2ccccc2)C1=O (configuration not stated)
8	CCOc1ccc(S(=O)(=O)NCCc2csc3nc(-c4ccc(OC)c(OC)c4)nn23)cc1
Compound	1	2	3	4	5	6	7	8
TDP1 cell noCPT	-5%	-12%	u	-4%	18µM*	13%	-7%	u
DT40 TDP1 CPT	1%	-1%	-5%	5%	18µM*	-9%	-8%	u
GCN5L2 inh	-10%	-1%	-7%	x	-17%	-13%	x	-4%

9	COc1ccccc1CNC(=O)COC(=O)Cc1ccc(F)cc1
10	COCc1cc(C)n(CC(=O)Nc2cc(C)cc(C)c2)c(=O)c1C#N
11	CCOC(=O)N1CCN(C(=O)CS(=O)(=O)c2cn(Cc3ccccc3Cl)c3ccccc23)CC1
12	Cc1ccc(S(=O)(=O)/N=C(/Nc2c(C)n(C)n(-c3ccccc3)c2=O)c2ccccc2)cc1
13	CC1CN(S(=O)(=O)c2cccc(C(=O)NCC(c3cccs3)N3CCOCC3)c2)CC(C)O1 (configuration not stated)
14	S=C(NCCc1ccccc1)N1CCN(C23CC4CC(CC(C4)C2)C3)CC1
15	N#CC1(NC(=O)COC(=O)c2cc(=O)[nH]c3ccccc23)CCCCC1
16	CC(CO)NS(=O)(=O)c1ccc(Br)cc1F (configuration not stated)
Compound	9	10	11	12	13	14	15	16
TDP1 cell noCPT	-7%	-18%	u	-19%	-8%	8.2µM*	-12%	-3%
DT40 TDP1 CPT	3%	-8%	u	3%	-17%	10µM*	-12%	-7%
GCN5L2 inh	2%	-9%	-6%	0%	x	-7%	-5%	x

17	O=C(CCC1CCN(C(=O)c2cncs2)CC1)Nc1ccccc1
18	CCCN1CCc2c(sc(NC(=O)c3ccc(S(=O)(=O)N(C)c4ccccc4)cc3)c2C(N)=O)C1
19	COc1cc(C(=O)NCC2CCCO2)cc(Br)c1OCc1ccccc1 (configuration not stated)
20	N#Cc1ccc(/C=N/NC(=S)Nc2ccc(S(=O)(=O)N3CCOCC3)cc2)cc1
21	CCOC(=O)Cc1cc(-c2ccc(F)cc2)nc2ccc3ccccc3c12
22	COc1ccc(CCNC(=O)CC2SC(=NCc3ccccc3)NC2=O)cc1 (configuration not stated)
23	O=C(NCCN1CCN(C(=O)c2c(F)cccc2F)CC1)C(=O)Nc1ccc(Cl)cc1
24	Cc1cc(C)c2c(c1)OC(O)(C(F)F)CC2=O (configuration not stated)
Compound	17	18	19	20	21	22	23	24
TDP1 cell noCPT	-16%	u	u	21µM*	29µM*	-3%	u	-10%
DT40 TDP1 CPT	-12%	21µM*	u	u	u	6%	u	-3%
GCN5L2 inh	-4%	-2%	-3%	1%	1%	-6%	-20%	-3%

25	CCOc1ccc(Nc2cc(C)nc(N3CCOCC3)n2)cc1
26	Cc1ccc(OCC(=O)NCCNC(=O)c2ccco2)cc1
27	CCOC(=O)c1ccc(CSc2nnc3cc(C)c4ccccc4n23)cc1
28	O=C(CC1Nc2ccccc2NC1=O)NCCc1ccccc1 (configuration not stated)
29	COc1ccc(C2NS(=O)(=O)N=C2N)cc1 (configuration not stated)
30	Cc1ccc(O)c(NC(=S)NC(=O)Cc2ccc(Cl)cc2)c1
31	O=C(Cc1ccc(S(=O)(=O)N2CCOCC2)s1)Nc1ccc(Br)c(C(F)(F)F)c1
32	COc1ccc(C2(C)NC(=O)N(CC(=O)NC3CC3)C2=O)cc1 (configuration not stated)
Compound	25	26	27	28	29	30	31	32
TDP1 cell noCPT	u	0%	21µM*	-10%	23µM*	u	26µM*	1%
DT40 TDP1 CPT	-25%	-27%	u	-24%	u	u	15µM*	4%
GCN5L2 inh	-2%	-19%	-13%	-15%	-6%	-4%	x	0%

Arranged by formula weight (high to low): part of the list above.
30	Cc1ccc(O)c(NC(=S)NC(=O)Cc2ccc(Cl)cc2)c1
32	COc1ccc(C2(C)NC(=O)N(CC(=O)NC3CC3)C2=O)cc1 (configuration not stated)
28	O=C(CC1Nc2ccccc2NC1=O)NCCc1ccccc1 (configuration not stated)
Compound	30	32	28
TDP1 cell noCPT	u	1%	-10%
DT40 TDP1 CPT	u	4%	-24%
GCN5L2 inh	-4%	0%	-15%

Additional entries follow.
33	CC(C)(C)CC(C)(C)N=C1NS(=O)(=O)c2cc([N+](=O)[O-])ccc21
34	C[C@]1(C2CCCC2)Cc2cc(OCC(=O)O)c(Cl)c(Cl)c2C1=O
35	CCOC(=O)c1c(S(=O)(=O)N2CCCC(C(=O)NCc3ccc(F)cc3)C2)c(C)n(CC)c1C (configuration not stated)
36	Cc1nn(Cc2ccccc2)c(C)c1NC(=O)c1ccc([N+](=O)[O-])cc1[N+](=O)[O-]
37	CN(/C(=N/S(=O)(=O)c1ccccc1)c1ccccc1)S(=O)(=O)c1ccccc1
38	COC(=O)C(F)(Sc1c(C)n(C)n(-c2ccccc2)c1=O)C(F)(F)F (configuration not stated)
39	CN=C1SC(CC(=O)NCCc2ccc(OC)c(OC)c2)C(=O)N1C (configuration not stated)
40	CC(C)(C)c1ccc(C(=O)C=[N+]=[N-])cc1
Compound	33	34	35	36	37	38	39	40
TDP1 cell noCPT	15µM*	2%	-21%	u	1%	-12%	u	15µM*
DT40 TDP1 CPT	u	-11%	-14%	u	-19%	-25%	-3%&4%	26µM*
GCN5L2 inh	-4%	x	-5%	-1%	1%	-11%	1%	1%

41	COc1ccc(-n2nc(C(=O)NCC(=O)N3CCC(C)CC3)c3ccccc3c2=O)cc1
42	CCC(=O)N1CCc2cc(Br)cc(S(=O)(=O)N3CCN(c4cccc(Cl)c4)CC3)c21
43	Cc1ccc2cc(CCNC(=O)C3CCCCC3)c(=O)[nH]c2c1C
44	CC(C)n1cc(C#N)c(N)n1
45	CCOc1cc(C2C(C(C)=O)=C(O)C(=O)N2CCc2c[nH]c3ccccc23)ccc1O (configuration not stated)
46	O=C(CC1C(=O)OCCN1Cc1ccccc1)Nc1ccc(F)cc1 (configuration not stated)
47	CCOC(=O)C1CCCN(Cc2ccccc2F)C1 (configuration not stated)
48	COc1cc(C(=O)OCC(=O)N2CCCC2)cc(OC)c1OC
Compound	41	42	43	44	45	46	47	48
TDP1 cell noCPT	u	-14%	-29%	-5%	7%	-2%	0%	-19%
DT40 TDP1 CPT	-4%	2%	u	4%	0%	u	-20%	10%
GCN5L2 inh	-11%	2%	2%	x	-8%	-1%	-3%	3%

49	O=C(CSc1nnc(SCc2ccc(Cl)cc2)s1)N/N=C/c1ccccc1Cl
50	Cc1ccc(C)c(-n2nnc(C(=O)Nc3ccc(Br)cc3)c2C)c1
51	COc1ccccc1N(C)S(=O)(=O)c1ccc(C(=O)NC2CCCCC2)cc1
52	CCOc1ccccc1NC(=O)C1CCN(c2nc(-c3ccc(OC)cc3)no2)CC1
53	Cc1ccc(NC(=O)C2CCN(c3nc4ccccc4[nH]3)CC2)c(C)c1
54	COc1ccc2[nH]c(=O)c(CN(Cc3ccco3)C(c3nnnn3Cc3ccccc3)C(C)C)cc2c1 (configuration not stated)
55	CN(CC(=O)Nc1ccc(F)cc1)C(=O)COC(=O)CCN1C(=O)C2CC=CCC2C1=O (configuration not stated)
56	COc1ccc(NC(C)=O)cc1S(=O)(=O)N1CCc2ccccc21
Compound	49	50	51	52	53	54	55	56
TDP1 cell noCPT	u	5.2µM*	u	-24%	u	21µM*	1%	8%
DT40 TDP1 CPT	18µM*	10µM*	15µM*	u	u	18µM*	-8%	5%
GCN5L2 inh	-9%	-8%	3%	u	-14%	-19%	-4%	1%

57	CC(C)CCNC(=O)c1cccnc1Sc1ccccc1
58	COc1ccc2c(c1)CCc1c(C(=O)Nc3ccc(OC)c(OC)c3)noc1-2
59	CCCn1nnnc1SCC(=O)c1ccc2c(c1)OCCO2
60	Cc1cc(C)c2oc(-c3cccc(N)c3)nc2c1
61	CC1([N+](=O)[O-])COC2(OC1)C(=O)Nc1ccccc12 (configuration not stated)
62	Cc1ccccc1C(=O)NC(C)c1nnc2n1CCN(Cc1ccccc1F)CC2 (configuration not stated)
63	Cc1ccnc2nc(C(=O)Nc3nc(-c4ccccn4)cs3)nn12
64	CCCCNc1c(-c2ccc(SC(C)CC)c(OC)c2)nc2ccc(Cl)cn12 (configuration not stated)
Compound	57	58	59	60	61	62	63	64
TDP1 cell noCPT	-12%	u	-23%	u	-6%	-12%	3%	21µM*
DT40 TDP1 CPT	7%	u	-17%	u	-25%	-7%	-12%	26µM*
GCN5L2 inh	-4%	-3%	-3%	-3%	-14%	x	1%	-28%

65	COC(=O)[C@]12CCCCC=C1N(Cc1ccco1)C(=O)[C@H](CC(=O)NCCC(C)C)C2
66	Cc1cccc(C)c1OCc1cc(C(=O)N(C)Cc2cc(C3CC3)n[nH]2)no1
67	CCCCC(CC)COC(=O)c1ccccc1C(=O)O (configuration not stated)
68	O=C/C=C/c1c(-c2ccccc2)cc2oc3ccccc3cc1-2
69	CS(=O)(=O)NCCCNc1c(Cl)cccc1[N+](=O)[O-]
70	Cc1cc(=O)[nH]c(NCc2ccc(Cl)cc2)n1
71	Cc1cccc(C)c1NC(=O)CSc1nnnn1C
72	O=C(O)c1ccccc1S(=O)(=O)Cc1ccccc1
Compound	65	66	67	68	69	70	71	72
TDP1 cell noCPT	u	u	-15%[92.5 µM]	18µM*	4%	5%	0%	2%
DT40 TDP1 CPT	u	u	-2%[92.5 µM]	u	5%	-7%	-6%	-16%
GCN5L2 inh	x	-6%	x	-10%	-2%	-5%	-1%	3%

73	O=c1cc(-c2ccc(O)c(O)c2)oc2ccc3ccccc3c12
74	CSc1cccc(NC(=O)c2cc3c(COC(C)=O)cnc(C)c3oc2=O)c1
75	COc1ccc2sc(-c3ccc(N(C)C)cc3)c(C#CCCO)c2c1
76	Cc1cc(-c2cc(N)n(-c3ccccc3)n2)c(C)n1C1CCCC1
77	Cc1cc(C(=O)COC(=O)c2n[nH]c(=O)c3ccccc23)c(C)n1C(C)C
78	COC(=O)c1sc(C(F)(F)F)c(-c2ccccc2)c1S(=O)(=O)N(C)C
79	Nc1ncnc2c1ncn2C1OC(CO)C2OC21 (configuration not stated)
80	CCc1ccc(NC(=O)c2ccc(-c3ccccc3)s2)cc1
Compound	73	74	75	76	77	78	79	80
TDP1 cell noCPT	15µM*	-11%	16µM*	u	u	-3%	-16%	u
DT40 TDP1 CPT	u	-8%	u	29µM*	u	3%	-12%	-17%
GCN5L2 inh	1%	-2%	u	-2%	-2%	-3%	x	-3%

Compound profiles, from the list above.
Results for Cc1cc(C(=O)COC(=O)c2n[nH]c(=O)c3ccccc23)c(C)n1C(C)C = TDP1 cell noCPT: u; DT40 TDP1 CPT: u; GCN5L2 inh: -2%
Results for COC(=O)c1sc(C(F)(F)F)c(-c2ccccc2)c1S(=O)(=O)N(C)C = TDP1 cell noCPT: -3%; DT40 TDP1 CPT: 3%; GCN5L2 inh: -3%

(further entries)
81	O=C(CSc1nc(=O)n(CCCN2CCOCC2)c2c1CCCC2)Nc1cccc(F)c1
82	COc1ccc(Cc2nnc(SCC(=O)Nc3ccc(C)c(Cl)c3)[nH]c2=O)cc1
83	COc1ccc(S(=O)(=O)Cc2ccc(C(=O)NC3CCCCCC3)o2)cc1
84	COC(=O)C[C@H]1c2cc(C(F)(F)F)ccc2S(=O)(=O)N1Cc1ccc(OC)cc1
85	O=C(O)C(Cc1c[nH]c2ccccc12)NS(=O)(=O)c1ccccc1 (configuration not stated)
86	COc1ccc(F)cc1C(=O)C1CCCN(Cc2cnc(N3CCCC3)s2)C1 (configuration not stated)
Compound	81	82	83	84	85	86
TDP1 cell noCPT	-3%	-11%	u	u	-26%	-20%
DT40 TDP1 CPT	9%	4%	15µM*	u	-4%	-2%
GCN5L2 inh	3%	u	-17%	x	0%	-8%
